STK33 inh: inhibitors of purified STK33 kinase, primary screen, biochemical, ADP-Glo luminescence, homogeneous, cell-free; MBP phosphorylation; inhibition, % at 10 µM; AID 2661, 2010; actives 0.073% (n = 320,000); Serine/threonine-protein kinase 33 (Homo sapiens), Q9BYT3;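 active = inhibition at or above 25%, using the most active replicate where run in duplicate; inactive = inhibition below 25%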
Target sequence (Q9BYT3 whole entry, looked up): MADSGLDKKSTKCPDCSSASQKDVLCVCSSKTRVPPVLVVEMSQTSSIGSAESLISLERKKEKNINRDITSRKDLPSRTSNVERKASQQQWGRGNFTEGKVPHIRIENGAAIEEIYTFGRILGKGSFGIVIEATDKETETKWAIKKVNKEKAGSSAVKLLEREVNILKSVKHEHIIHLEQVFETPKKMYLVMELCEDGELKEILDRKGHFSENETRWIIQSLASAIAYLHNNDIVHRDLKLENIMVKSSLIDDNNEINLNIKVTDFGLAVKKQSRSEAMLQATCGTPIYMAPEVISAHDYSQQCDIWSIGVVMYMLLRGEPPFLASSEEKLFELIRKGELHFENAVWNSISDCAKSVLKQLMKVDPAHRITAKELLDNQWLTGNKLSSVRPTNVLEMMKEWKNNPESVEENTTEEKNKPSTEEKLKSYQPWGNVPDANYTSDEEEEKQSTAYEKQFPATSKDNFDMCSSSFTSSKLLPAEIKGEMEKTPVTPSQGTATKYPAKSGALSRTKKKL
* marks the source's active call; other numbers are inactive results. Some of the compounds tested; rates above refer to the full screens.

SMILES	STK33 inh
COc1ccc(S(=O)(=O)N2CCCCC2)cc1C(=O)N1CCCC1	-1.0
COc1ccc(C2CC(=O)Nc3cc(OC)c(OC)cc32)cc1Br (stereo unspecified)	0.5
COc1ccc(O)c(CN2CCC(n3nccc3NC(=O)c3ccccc3Cl)CC2)c1	0.9
COc1ccc2c3c(cccc13)C(=O)CC2	3.9
CCc1ccccc1NC(=O)CSc1nc(C)c(C)o1	0.5
C=CCN(Cc1cc(OC)ccc1OC)C(=O)c1cc2ccc(OC)cc2[nH]1	-0.2
Cc1ncc(CO)c(CNc2ccc(-c3nc4ccccc4[nH]3)cc2)c1O	0.9
CC(C)Oc1ccccc1/C=N/NC(=O)C1CCCC1	-0.5
Cc1n[nH]c(=O)c2c1nnn2Cc1ccccc1Cl	-0.7
Cc1ccc(C(=O)OC(C)C(=O)NCc2ccc3c(c2)OCO3)cc1S(=O)(=O)N1CCOCC1 (stereo unspecified)	-1.6
O=S(=O)(c1cc(F)ccc1F)N1CCN(c2ncccn2)CC1	1.3
Cc1nc(CNC(=O)CC2C(=O)NCCN2Cc2ccc(F)cc2)cs1 (stereo unspecified)	-0.3
CC(C)c1ccc(NC(=O)Cn2ncc3ccccc32)cc1	-1.0
Cc1c(CC(=O)N[C@@H](C)C(=O)O)c(=O)oc2c(C)c3occ(-c4ccccc4)c3cc12	-0.9
CCOc1ccc(Nc2nc(N)c3ccccc3n2)cc1	21.7

In the list so far, 5 contain an aryl methoxy group:
SMILES	STK33 inh
COc1ccc(S(=O)(=O)N2CCCCC2)cc1C(=O)N1CCCC1	-1.0
COc1ccc(C2CC(=O)Nc3cc(OC)c(OC)cc32)cc1Br (stereo unspecified)	0.5
COc1ccc(O)c(CN2CCC(n3nccc3NC(=O)c3ccccc3Cl)CC2)c1	0.9
COc1ccc2c3c(cccc13)C(=O)CC2	3.9
C=CCN(Cc1cc(OC)ccc1OC)C(=O)c1cc2ccc(OC)cc2[nH]1	-0.2

Remaining list, next part
SMILES	STK33 inh
COc1ccc(Nc2nc(-c3cccc(OC)c3O)nc3ccccc23)cc1	-0.9
CCNS(=O)(=O)c1ccc(CCC(=O)N2CCC(C)CC2)cc1	-1.1
O=C(Nc1ccc(F)cc1F)NC1CCCCCCC1	0.9
c1ccc(-c2nc(-c3cccnc3)cs2)cc1	-0.2
O=c1[nH]nc(-c2ccc(F)cc2)cc1-c1ccccc1	-1.1
O=[N+]([O-])c1ccc(Nc2ccccc2O)c2nonc12	6.6
Cc1ccc(NS(=O)(=O)c2c(C)[nH]c(=O)[nH]c2=O)c(C)c1	-0.3
O=C(N/N=C/c1cccs1)c1[nH]ncc1Br	7.1
COc1ccc(C(=O)N/N=C/c2ccc(OC)c(COc3c(F)c(F)cc(F)c3F)c2)cc1	-0.6
CCC1CCC(N2CCN(c3ccc([N+](=O)[O-])cc3)CC2)CC1 (stereo unspecified)	0.1
NCCCNC(=O)Cn1c(=O)c2c3c(sc2n(Cc2ccccc2)c1=O)CCCC3	-0.9
CC(=O)NC(CC(=O)NCCc1ccccc1)c1ccccc1 (stereo unspecified)	-0.7
CC(C)c1ccc(NC(=O)c2ccccc2NC(=O)C2CC=CCC2C(=O)O)cc1 (stereo unspecified)	1.3
CCc1nccn1CCC(=O)N1CCCC(N2CCN(c3cccc(Cl)c3)CC2)C1 (stereo unspecified)	-0.3
CCOC(=O)/C(C#N)=C/c1c(N2CCN(c3ccc(OC)cc3)CC2)nc2c(C)cccn2c1=O	-1.1

4 compounds out of the list above, sorted by the number in STK33 inh, highest first.
SMILES	STK33 inh
CCc1nccn1CCC(=O)N1CCCC(N2CCN(c3cccc(Cl)c3)CC2)C1 (stereo unspecified)	-0.3
COc1ccc(C(=O)N/N=C/c2ccc(OC)c(COc3c(F)c(F)cc(F)c3F)c2)cc1	-0.6
NCCCNC(=O)Cn1c(=O)c2c3c(sc2n(Cc2ccccc2)c1=O)CCCC3	-0.9
CCNS(=O)(=O)c1ccc(CCC(=O)N2CCC(C)CC2)cc1	-1.1

Carrying on.
SMILES	STK33 inh
COc1ccccc1NC(=O)CSc1nncn1N	-0.4
COc1ccc(NC(=S)Nn2cnnc2)c(OC)c1	0.8
CC(NC(=O)c1ccccc1Cl)NC(=O)c1ccccc1Cl	0.1
COCCn1cnc2c1c(=O)n(CC(=O)NC(=O)NC(C)(C)C)c(=O)n2Cc1ccccc1	-0.7
O=C(O)COCC(=O)Nc1ccc2c(c1)oc1ccccc12	0.3
CCCC(=O)Nc1ccc(S(=O)(=O)Nc2cc(OC)nc(OC)n2)cc1	-0.4
NC(=O)C1CCN(C(=O)/C(=C/c2ccccc2)NC(=O)c2ccccc2)CC1	1.7
Cc1ccc(NC(=O)c2cc(=O)[nH]c3ccccc23)cc1C	2.3
COc1cc(/C=N/NC(=O)c2cc(O)cc(O)c2)ccc1OC(=O)c1ccccc1	-0.8
COc1cccc(-c2noc(C3CCCN(C(=O)c4cccc(F)c4)C3)n2)c1 (stereo unspecified)	-0.6
Cn1ncc(Cl)c1C(=O)NNC(=O)Nc1cccc2ccccc12	0.0
O=C(N/N=C/c1cccc(O)c1)c1ccc(NC(=O)C2CCCCC2)cc1	1.4
COc1ccccc1CN1CC(C(=O)NCCN2CCOC2=O)CCC1=O (stereo unspecified)	-0.2
CC(C)c1nnc2n1N=C(c1ccc(Cl)cc1)CS2	-0.2
CCOc1ccc(C(CC(=O)O)NC(=O)Cc2ccccc2)cc1OC (stereo unspecified)	0.2
COc1ccc2nc(C)cc(Nc3ccc(C)cc3)c2c1	1.1
CC1CCCCN1C(=O)c1c(Cl)cnn1C (stereo unspecified)	0.1
O=C(CCN1CCOCC1)NNC(=O)Nc1cccc(Cl)c1	-0.6
Cc1ccc(N=Nc2c(O)ccc3n[nH]nc23)cc1	22.5
Brc1cccc(CN2CCN(c3ncccn3)CC2)c1	-2.7
COc1cc(C(=O)Nc2ccc3ccccc3c2)cc(OC)c1OC	-0.6
Cc1ccc(C(=O)NC(C(=O)Nc2ccccc2)c2ccccc2)cc1 (stereo unspecified)	-0.9
FC(F)(F)c1ccccc1NC(=S)N1CCCCCC1	0.3
O=C1CN(C(=O)/C=C/c2ccc(Br)cc2)CCN1	-0.5
COc1ccc(S(=O)(=O)N2CCC(C(=O)NC3CCCC3)CC2)cc1OC	-0.8
COc1ccc(NC(=O)NCCc2c[nH]c3ccccc23)c(OC)c1	-1.1
COc1ccccc1Nc1nc(N(C)c2ccccc2)nc(N)c1[N+](=O)[O-]	0.5
Nc1[nH]c(=O)[nH]c(=O)c1N=Nc1ccc(C(=O)O)cc1	2.6
O=C(Nc1ccnn1C1CCN(C(=O)c2cccc(C(F)(F)F)c2)CC1)C1CC1	-1.5
Cc1cccc(OCC(O)Cn2c(N3CCCCC3)nc3c2c(=O)[nH]c(=O)n3C)c1 (stereo unspecified)	-0.2
CC(=O)c1ccc(NC(=O)c2ccc([N+](=O)[O-])o2)cc1	0.2
O=C(O)CCCC(=O)Nc1ccc(S(=O)(=O)Nc2nccs2)cc1	-1.0
COC(=O)c1ccc(Cn2nc(-c3cc(C)ccc3C)ccc2=O)cc1	0.7
CC1=C(C(=O)OC(C)C)C(c2ccc(Cl)cc2)n2c(s/c(=C\c3ccc(OCC(=O)O)cc3)c2=O)=N1 (stereo unspecified)	-1.3
COc1ccc(NC(=O)Nc2ccc(OCc3ccccc3)cc2)cn1	-0.9
COc1ccc(C)cc1NC(=O)c1ccc(CN2CCc3ccccc3C2)cc1	4.9
CC(=O)Nc1ccc(/C=N/Nc2nncc3ccccc23)cc1	16.7
CS(=O)(=O)c1cccc(S(=O)(=O)N2CCN(c3ccccn3)CC2)c1	0.8
O=C(Nc1cccc(F)c1)Nc1ccc2c(c1)OCO2	-0.1
O=C(C1CCC1)N1CCN(c2ccc(C(F)(F)F)cc2[N+](=O)[O-])CC1	0.6
Cc1ccccc1NC(=O)c1ccccc1NC(=O)c1ccccc1F	-2.0
Cc1nc(C(=O)N2CCCC(Nc3ccc(C)c(C)c3)C2)cs1 (stereo unspecified)	-0.4
Cc1[nH]c(=O)[nH]c(=O)c1S(=O)(=O)Nc1ccc(F)c([N+](=O)[O-])c1	-0.4
C=CCNc1nc(Cl)nc(Nc2cc(Cl)ccc2OC)n1	-1.6
OCCNc1ncnc2c1cnn2Cc1ccccc1	-1.1
COCC1CCN(C(=O)c2ccc(OC)c(OC3CCN(C(C)C)CC3)c2)CC1	-0.1
O=c1ccc(-c2ccccc2)nn1Cc1ccccc1F	1.6
NS(=O)(=O)c1ccc(NC(=O)Cc2cccs2)cc1	-0.6
CNC(=O)CSc1nc2cccnc2n1-c1ccc(F)cc1	-0.1
COC(=O)c1ccc(CN2C(=O)c3ccccc3C2=O)cc1	0.2
COCCCNC(=S)Nc1cc2oc3ccccc3c2cc1OC	-0.4
COc1ccccc1CCNC(=O)Cn1c(=O)oc2ccccc21	-1.0
CCCN1C2CCCC1CC(NC(=O)c1ccc(C(C)(C)C)cc1)C2 (stereo unspecified)	-0.3
COc1cc(OC)c(OC)cc1/C=N/Nc1ccc(Cl)nn1	-0.6
c1ccc(-c2cnnn2-c2ccccc2)cc1	-1.2
CC(C)(C)C(=O)CN1C(=O)NC2(CCOc3ccccc32)C1=O (stereo unspecified)	0.0
COc1cccc(C(=O)NNC(=O)/C=C/c2ccccc2)c1	-0.8
COc1ccc(N2CCN(CCNC(=O)Nc3ccc([N+](=O)[O-])cc3OC)CC2)cc1	-0.3
Cc1nc(N2CCN(c3ccccc3F)CC2)[nH]c(=O)c1C	5.4
C=CCNc1nc(NCc2ccccc2)nc(OCC)n1	-0.5

More entries:
SMILES	STK33 inh
O=C(O)c1ccc2c(c1)S(=O)(=O)c1ccccc1C2=O	5.0
CCOC(=O)c1c(SCC(=O)Nc2nccs2)nc(C)c(C)c1C	-1.1
COC(=O)C1=CN(c2ccc(Cl)cc2)C=C(C(=O)OC)C1c1ccc([N+](=O)[O-])cc1	0.9
COc1cccc(OC)c1C(=O)Nc1ccccc1C(=O)N1CCCC1	-0.2
CCc1ccc(N(CC(=O)N2CCN(Cc3ccccc3)CC2)S(C)(=O)=O)cc1	-0.8
Cc1cc(O)c(C(=O)/C=C/c2ccccc2)c(=O)o1	-1.2
O=C(O)c1ccc(Nc2nc(-c3ccc([N+](=O)[O-])cc3)nc3ccccc23)cc1	-1.1
Cc1oc(/N=C/c2ccc(F)cc2)c(C#N)c1C	-1.7
O=Nc1[nH]c(=O)c(/C=C(\O)c2ccccc2)nc1NO	2.0
COc1ccc(Br)cc1/C=N/Nc1ccccn1	-0.2
Cc1cc(Br)ccc1NC(=S)NCCc1ccccc1	-1.2
C=CCn1c2ccccc2c2n[nH]c(=S)nc21	-14.1
COc1ccccc1CN1CCCC(N2CCN(c3ccccc3OC)CC2)C1 (stereo unspecified)	-1.1
CNS(=O)(=O)c1ccc2c3c(cccc13)C(=O)N2	5.7
COCCNC(=S)NNC(=O)c1cc(-c2cccnc2)nc2ccccc12	1.2
Cc1cc(C)c(S(=O)(=O)c2cccc(Br)c2C)c(Cl)n1	-0.5
CCOc1ccc2oc(C(=O)N3CCN(c4ccccn4)CC3)c(C)c2c1	-1.2
O=C(Nc1ccc(Br)cc1)C1Cc2ccccc2O/C1=N\O (stereo unspecified)	1.3
CN(C)c1ccc(C2N(C)C(=O)c3ccccc3N2C)cc1 (stereo unspecified)	-2.2
CCCCCCOc1ccc(/C=N/NC(=O)C2CC2)cc1	-1.0
Cc1ccc(Cl)cc1NC(=O)NCc1cccnc1	1.2
Cc1cc(O)c(C(=O)/C=C/c2ccc(C(C)C)cc2)c(=O)o1	-0.7
CC/C(=N\NC(=O)C1CCCC1)c1cccc(Br)c1	-1.8
CCOc1ccc(-n2c(SCC(N)=O)nnc2-c2ccco2)cc1	0.2
CCOc1ccccc1C(=O)N/N=C/c1coc2ccc(C)cc2c1=O	0.4
CS(=O)(=O)N(CC(=O)N1CCc2ccccc2C1)Cc1ccc(F)cc1	-11.7
Nc1nonc1-n1nnc(C(=O)N/N=C/c2cccc(O)c2)c1CN1CCCC1	0.9
CCCC1NC(C(=O)O)Cc2c1[nH]c1ccccc21 (stereo unspecified)	0.3
CCc1ccc2[nH]c(C(=O)Nc3ccc(C)c(F)c3)cc2c1	0.5
COc1ccc(-c2cc(C(=O)N/N=C(\C)c3cccnc3)c3ccccc3n2)cc1	0.5
Fc1ccccc1CNC(=S)NC1CCCCC1	-0.1
Cc1cccc(NC(=O)N2CCCc3ccccc32)c1C	-0.9
O=C(Nc1cc(Cl)ccc1Cl)C1Cc2ccccc2O/C1=N\O (stereo unspecified)	1.4
CCC(C)c1ccc(NC(=O)c2c([N+](=O)[O-])cnn2CC)cc1 (stereo unspecified)	-1.2
CC(=O)Nc1ccc(S(=O)(=O)NNC(=O)c2cccc([N+](=O)[O-])c2)cc1	-1.0
O=C(Nc1ccc2ccccc2c1)c1ccc(Br)o1	5.8
COc1ccc(Cc2nc3ccc(C(=O)NC(C)c4cnn(C)c4)cc3o2)cc1 (stereo unspecified)	-1.6
CCOc1ccccc1N1CCN(C(=O)c2cn(CC3CCCCC3)nn2)CC1	-3.1
COc1ccc(C(=O)N/C(=C\c2ccccc2)C(=O)Nc2ccc(C(=O)O)cc2)cc1	-1.6
COC(=O)c1sccc1NC(=O)Nc1cccc(C)c1C	-1.0
CCOc1ccc(NC(=O)CN(C)C(=O)c2ccc(C)c(S(=O)(=O)N3CCCCC3)c2)cc1OCC	0.7
Cc1ccc(/C(O)=C2\C(=O)C(=O)N(C)C2c2ccc(F)cc2)cc1 (stereo unspecified)	-1.2
O=C(NCCCN1CCOCC1)c1ccc2nc(Cc3ccccc3F)oc2c1	0.2
CCCn1c2ccccc2c2cnn(CC(=O)NC(C)CC)c(=O)c21 (stereo unspecified)	-0.4

Sorted by SMILES length (smallest number first): some entries from above.
SMILES	STK33 inh
O=C(N/N=C/c1cccs1)c1[nH]ncc1Br	7.1
CCCCCCOc1ccc(/C=N/NC(=O)C2CC2)cc1	-1.0
O=Nc1[nH]c(=O)c(/C=C(\O)c2ccccc2)nc1NO	2.0
CS(=O)(=O)N(CC(=O)N1CCc2ccccc2C1)Cc1ccc(F)cc1	-11.7
Cc1ccc(/C(O)=C2\C(=O)C(=O)N(C)C2c2ccc(F)cc2)cc1 (stereo unspecified)	-1.2
CCOC(=O)/C(C#N)=C/c1c(N2CCN(c3ccc(OC)cc3)CC2)nc2c(C)cccn2c1=O	-1.1

High-throughput results: PubChem, Broad Institute
